BAP1 block: inhibitors of BAP1 deubiquitinase, primary screen, biochemical, Ub-AMC fluorescence, kinetic. Ubiquitin carboxyl-terminal hydrolase BAP1 (Homo sapiens), Q92560. recombinant BAP1, Ub-AMC hydrolysis fluorescence kinetic; stronger effect = lower value. activity remaining (% of control), % at 20 µM. 72,000 compounds, 0.48% hits. AID 436, 2006;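 active = activity remaining at or below 50% of control, provided the compound also passes the data quality filters; inactive = the rest, including low values that fail the filters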;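 note: 100% = DMSO wells rate and 0% = substrate alone blank rate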
Target sequence (Q92560 whole entry, looked up): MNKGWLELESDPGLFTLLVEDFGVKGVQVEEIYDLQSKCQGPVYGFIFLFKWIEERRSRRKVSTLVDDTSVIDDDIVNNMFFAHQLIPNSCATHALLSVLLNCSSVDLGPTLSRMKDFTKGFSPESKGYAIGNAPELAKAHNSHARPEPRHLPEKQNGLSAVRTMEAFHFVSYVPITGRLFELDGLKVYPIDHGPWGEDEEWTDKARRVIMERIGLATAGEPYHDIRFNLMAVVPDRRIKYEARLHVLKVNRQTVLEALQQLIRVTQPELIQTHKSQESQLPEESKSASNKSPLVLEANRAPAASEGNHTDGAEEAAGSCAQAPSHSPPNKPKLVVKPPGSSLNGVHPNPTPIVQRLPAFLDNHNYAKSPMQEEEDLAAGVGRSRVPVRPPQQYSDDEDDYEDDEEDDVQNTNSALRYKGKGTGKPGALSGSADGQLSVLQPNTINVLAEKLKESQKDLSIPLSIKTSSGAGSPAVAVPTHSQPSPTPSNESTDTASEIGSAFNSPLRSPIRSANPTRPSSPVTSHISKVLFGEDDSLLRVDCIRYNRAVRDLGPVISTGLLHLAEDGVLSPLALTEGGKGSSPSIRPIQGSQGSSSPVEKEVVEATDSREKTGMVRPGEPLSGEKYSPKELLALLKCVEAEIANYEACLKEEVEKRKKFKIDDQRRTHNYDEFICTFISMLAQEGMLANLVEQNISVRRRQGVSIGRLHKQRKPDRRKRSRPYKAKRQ
HePTP inh: inhibitors of human HePTP phosphatase, primary screen, biochemical, absorbance, leukemia target; Tyrosine-protein phosphatase non-receptor type 7 (Homo sapiens), P35236; recombinant HePTP phosphatase activity, OD absorbance; inhibition, % at 20 µM; 110,000 compounds, 0.64% hits; in the data active = inhibition above about 50%;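 note: plate controls were vehicle for no effect and reference inhibitor for full effect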
Target sequence (P35236 whole entry, looked up): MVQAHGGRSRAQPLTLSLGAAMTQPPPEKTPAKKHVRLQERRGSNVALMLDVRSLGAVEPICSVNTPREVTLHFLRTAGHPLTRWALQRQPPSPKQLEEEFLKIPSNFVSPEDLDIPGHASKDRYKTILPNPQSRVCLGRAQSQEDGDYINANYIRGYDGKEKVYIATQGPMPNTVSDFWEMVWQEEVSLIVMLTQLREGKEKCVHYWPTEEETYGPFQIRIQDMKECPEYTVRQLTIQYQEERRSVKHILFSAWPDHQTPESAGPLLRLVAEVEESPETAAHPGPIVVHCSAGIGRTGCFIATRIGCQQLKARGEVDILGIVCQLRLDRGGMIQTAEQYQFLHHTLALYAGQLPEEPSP
Numbers without * were called inactive; . = no result given.

Value order – BAP1 block | HePTP inh
1. CC(=O)NC1C(=O)SC1(C)C (configuration not stated)
 : 93 | -2
2. CCOC(=O)N1CCN(C(=O)COc2ccc3ccccc3c2)CC1
 : . | 2
3. O=C1c2[nH]nc(-c3ccccc3O)c2C(c2ccccc2F)N1Cc1ccco1 (configuration not stated)
 : 75 | 5
4. CCOC(=O)N1CCC(NC(=O)C2CCCN(S(=O)(=O)c3cccc4nsnc34)C2)CC1 (configuration not stated)
 : 95 | 7
5. O/N=C/c1cn(-c2ccccc2)nc1-c1ccccc1
 : . | 14
6. CCN(CC)CC(=O)Nc1ccc(-c2nc3cc(NC(=O)CN(CC)CC)ccc3o2)cc1
 : . | -3
7. CCOc1cc(/C=C2/SC(=S)N(C)C2=O)ccc1OCCOc1ccc(C)c(C)c1
 : . | -13
8. CCOC(=O)CN(CP(=O)(OCC)OCC)CP(=O)(OCC)OCC
 : . | -12
9. Cc1ccc(S(=O)(=O)N(C)Cc2nc(-c3ccc(Br)cc3)no2)cc1
 : 72 | -1
10. COC(=O)C1=C(C)N(C)C(=O)/C1=C\c1ccc2c(c1)OCO2
 : . | 2
11. COc1ccc(/C(C)=N\OCc2nc3c4c5c(sc4ncn3n2)CCCC5)cc1OC
 : . | -11
12. c1ccc(C2CC(c3ccccc3)n3ncnc3N2)cc1 (configuration not stated)
 : 106 | 10
13. CN(C)CCOC(=O)CCc1ccccc1
 : 123 | 5
14. Cc1nc2cc(S(N)(=O)=O)ccc2n1-c1ccccc1
 : . | -3
15. CC(C)(C)n1nc2c(c1NC(=O)c1ccc(F)cc1)CSC2
 : 111 | .
16. Cn1ccnc1SC/C=C/CSc1nccn1C
 : . | 8
17. Cc1cccc(C(=O)Nc2ccc(NC(=O)c3ccccc3)c(C)c2)c1
 : . | -4
18. c1ccc2c(c1)C(=Nn1cnnc1)c1ccccc1-2
 : 87 | 5
19. CCOc1cc(/C=N/NC(=O)CC2C(=O)NN=C2C)ccc1O (configuration not stated)
 : . | -6
20. Cn1cnnc1SCc1ccc(-c2ccc(Br)cc2)o1
 : 60 | 3
21. O=C(N/N=C\c1cc(Br)c(Br)o1)c1cncc(Br)c1
 : . | 7
22. O=C(c1c(F)c(F)c(F)c(F)c1F)N1CCc2ccccc21
 : 104 | 3
23. CC1CCCCN1C(=O)C1CC(c2ccc(F)cc2)=NO1 (configuration not stated)
 : 112 | 8
24. CCS(=O)(=O)N1CCC(c2nc(-c3ccc(C(F)(F)F)cc3)no2)CC1
 : 108 | -2
25. Cc1cc(C)nc(N2C(=O)CC(C(C)c3ccccc3)C2=O)n1 (configuration not stated)
 : 102 | 12
26. CCOC(=O)c1c(NC(=O)c2cccc(F)c2)sc(C(=O)Nc2cc(C(F)(F)F)ccc2Cl)c1C
 : . | -9
27. COc1ccc(C(=O)N2CCN(Cc3ccc(Cl)cc3)CC2)cc1OC
 : . | 5
28. CCOC(=O)CNC(=O)C(Cc1ccccc1)NS(=O)(=O)c1cccs1 (configuration not stated)
 : . | 12
29. Clc1ccc(Sc2ccc(/C=N/n3cnnc3)o2)cc1
 : . | 6
30. Cc1cccc(C)c1NC(=O)c1ccc(-n2cnnn2)cc1
 : 90 | 3
31. CCOc1ccc(C(NC(=O)c2ccc(F)cc2)c2ccc(OC)c(OC)c2)cc1 (configuration not stated)
 : . | 3
32. CCn1c(-c2ccc(OC)cc2)n[nH]c1=S
 : . | 2
33. COc1cc(SC)ccc1C(=O)NCC1CCCO1 (configuration not stated)
 : 74 | -1
34. Cc1ccc2c(c1)nnn2C1CCN(CC(=O)Nc2ccc3c(c2)OCCO3)CC1
 : 62 | 10
35. CCN1C(=O)/C(=C2\SC(N3CCCCC3)=NC2=O)c2ccccc21
 : 112 | 0
36. O=C(/C=C/c1ccco1)NC(=S)Nc1ccccc1
 : . | 4
37. O=C(CCN1CCCCCC1)Nc1cccc(Cl)c1
 : 121 | 2
38. CCOC(=O)N1CCC(N2Cc3cccc(C(=O)NC(C)c4ccc5c(c4)OCCO5)c3C2=O)CC1 (configuration not stated)
 : 82 | -5
39. C=CCc1c(C)[nH]c2c(OC)cccc2c1=S
 : . | -2
40. CCC(=O)c1ccc(OCC(O)CN(C)C2CCCCC2)cc1 (configuration not stated)
 : 137 | -8
41. Cc1ccc(NS(=O)(=O)c2ccc3c(c2)C(=NO)c2cc(S(=O)(=O)Nc4ccc(C)cc4)ccc2-3)cc1
 : . | 4
42. CCOC(=O)CCC(=O)NCc1ccc2c(c1)cc(C)n2C
 : 109 | .
43. CC(C)CN1C(=O)c2ccc(C(=O)Nc3ccc(Br)cc3C(=O)O)cc2C1=O
 : . | -1
44. CN1CCN(c2ccc([N+](=O)[O-])c(NC(c3ccccc3)c3ccccc3)c2)CC1
 : . | 5
45. COc1ccc(CN2CCN(c3cccc(C)c3C)CC2)cc1OC
 : 85 | 2
46. CC(C)c1ccc(S(=O)(=O)N2CCN(CC(=O)Nc3ccc4c(c3)OCO4)CC2)cc1
 : 83 | 5
47. Cc1ccc([N+](=O)[O-])cc1-c1ccc(/C=C2/C(=O)NC(=O)N(c3ccccc3)C2=O)o1
 : . | 8
48. COCc1cc(C)nc(SCC(=O)Nc2cccc(C)c2C)c1C#N
 : 92 | 0
49. Cc1nc2sc3c(c2c(=O)[nH]1)CCCC3
 : . | 15
50. COc1ccccc1N(CC(=O)N1CCCC1)S(=O)(=O)c1ccccc1
 : . | -4
51. CC1Cc2ccccc2N1S(=O)(=O)c1cccs1 (configuration not stated)
 : 110 | 6
52. O=C(c1ccccc1)c1ccc(N2CCOCC2)c([N+](=O)[O-])c1
 : . | -12
53. O=C(c1ccco1)N1CCN(C(=O)c2ccccc2OC(=O)C23CC4CC(CC(C4)C2)C3)CC1
 : 102 | 4
54. O=C1C(=O)N(CN2CCCCC2)C2C=CC=CC12 (configuration not stated)
 : . | -10
55. CC(CN1CCCCC1)OC(=O)c1ccc(Cl)cc1Cl (configuration not stated)
 : 99 | -3
56. O=C(Nc1ccc2c(c1)OCO2)C(c1ccccc1)N1CCCCC1 (configuration not stated)
 : 95 | 6
57. O=C1Nc2ccccc2N=C(c2ccccc2)C1N1CCOCC1 (configuration not stated)
 : 101 | -9
58. CCc1ccc2[nH]c(=O)c(CN(CCN(CC)CC)C(=O)NC3CCCCC3)cc2c1
 : 86 | 8
59. COc1ccc(C(=O)Nc2ccc(Cl)cc2C)cc1OC
 : . | -1
60. CCN(CC)CCSc1nc(O)c(Cc2ccccc2)c(=O)[nH]1
 : . | -6

Results in sequence from above.
Nos. 44–48 in HePTP inh, in turn: 5, 2, 5, 8, 0
Nos. 44–48 in BAP1 block, in turn: ., 85, 83, ., 92

Exported with the structure last: part of the list above
cpd	BAP1 block	HePTP inh	compound
44	.	5	CN1CCN(c2ccc([N+](=O)[O-])c(NC(c3ccccc3)c3ccccc3)c2)CC1
36	.	4	O=C(/C=C/c1ccco1)NC(=S)Nc1ccccc1
56	95	6	O=C(Nc1ccc2c(c1)OCO2)C(c1ccccc1)N1CCCCC1 (configuration not stated)
51	110	6	CC1Cc2ccccc2N1S(=O)(=O)c1cccs1 (configuration not stated)

The listing continues:
Value order – BAP1 block | HePTP inh
61. COc1ccc(OC)c(C2=NOC(C(=O)Nc3cc(C)nn3-c3ccccc3)C2)c1 (configuration not stated)
 : 96 | 12
62. O=C(c1cccc(Cl)c1)N1CCN(c2ccc(F)cc2)CC1
 : 64 | 7
63. CCOc1ccc(C(=O)Nc2c(C)cccc2C)cc1Br
 : . | -2
64. COc1ccc(OC)c(-c2cc(C(=O)Nc3c(C)nn(Cc4ccccc4)c3C)no2)c1
 : . | 11
65. CCCn1nc(-c2ccccc2)c2nc3ccccc3nc21
 : 99 | 4
66. CCOC(=O)/C(C(N)=NC)=C(\O)c1ccccc1
 : 81 | 2
67. Cc1nnc2ccc(N3CCCC3)nn12
 : 136 | 4
68. CC(=O)NC1=NC(=O)/C(=C/c2cc(Cl)ccc2OCc2c(F)cccc2Cl)S1
 : . | 10
69. CCCOc1ccc(C2c3c(oc4ccccc4c3=O)C(=O)N2CCCN2CCOCC2)cc1 (configuration not stated)
 : 127 | 5
70. O=C(Nc1ccc2c(c1)OCO2)C1CCN(C(=O)c2cccs2)CC1
 : 106 | 5
71. CC(=O)N1CCc2cc(S(=O)(=O)NCCC(=O)N3CCc4ccccc4C3)ccc21
 : 95 | -5
72. Cc1cccc(C(C)C)c1NC(=O)CCCOc1ccc(Cl)cc1Cl
 : . | 6
73. CCC(=Nc1ccc(Cc2ccncc2)cc1)c1c(O)n(C)c(=O)n(C)c1=O
 : 106 | -2
74. COc1ccccc1OCc1ccc(C(=O)n2nc(C)c(Cl)c2C)o1
 : 45* | 12
75. COc1ccc(C(=O)Nc2ccc3c(c2)nc2n3CCSC2)cc1
 : 100 | 6
76. Cc1occc1C(=O)NNC(=O)c1cccc(F)c1
 : . | -8
77. O=S(=O)(c1cccc2nsnc12)N1CCOCC1
 : 104 | 6
78. O=C(Nc1ccccc1I)c1cc(-c2ccccc2)nc2ccccc12
 : . | 11
79. COC(=O)/C(=C/c1c[nH]c2ccccc12)N=Cc1ccccc1
 : . | 4
80. CCc1nc2oc3cc(OC)ccc3c(=O)c2c(=O)n1Cc1ccco1
 : 103 | 1
81. CC(C)(C)c1cc(Cn2cc3cc([N+](=O)[O-])ccc3n2)cc(C(C)(C)C)c1O
 : . | -3
82. C=CCn1c2ccccc2n2nc(C)c(C(=O)/C=C/c3ccccc3[N+](=O)[O-])c12
 : . | 2
83. COCC(C)NC(=O)NC1(C(F)(F)F)Oc2ccc(Cl)cc2O1 (configuration not stated)
 : . | 2
84. Cc1cc2ncn(C(=O)c3cc(-c4ccccc4)nc4ccccc34)c2cc1C
 : . | -4
85. O=c1c2c3c(sc2n2cnnc2n1CCc1ccccc1)CCCC3
 : 131 | 5
86. COC(=O)c1ccc(NC(=O)CSc2nnc(COc3ccccc3)n2C)cc1
 : 132 | 5
87. CCN(Cc1ccccc1)Cc1c(F)cccc1F
 : 97 | -12
88. COc1cccc(NC(=O)c2oc3ccccc3c2NC(=O)C2CC2)c1
 : 55 | 0
89. CCC(=O)Nc1c2c(nn1-c1ccc(C)cc1C)CSC2
 : 101 | 0
90. COc1ccccc1Oc1coc2cc(O)ccc2c1=O
 : 37* | -1

The last five compounds of the section before come first, to join the parts:
Value order – BAP1 block | HePTP inh
86. COC(=O)c1ccc(NC(=O)CSc2nnc(COc3ccccc3)n2C)cc1
 : 132 | 5
87. CCN(Cc1ccccc1)Cc1c(F)cccc1F
 : 97 | -12
88. COc1cccc(NC(=O)c2oc3ccccc3c2NC(=O)C2CC2)c1
 : 55 | 0
89. CCC(=O)Nc1c2c(nn1-c1ccc(C)cc1C)CSC2
 : 101 | 0
90. COc1ccccc1Oc1coc2cc(O)ccc2c1=O
 : 37* | -1
91. COc1ccc(C/C(N)=N/n2cnnc2)cc1
 : 101 | 1
92. CN(C)CCN1C(=O)C(=O)/C(=C(/O)c2ccccc2)C1c1ccc([N+](=O)[O-])cc1 (configuration not stated)
 : . | -1
93. CCOc1ccc(-c2[nH]nc3c2C(c2ccc(O)cc2)C(C#N)=C(N)O3)cc1 (configuration not stated)
 : 96 | -2
94. Cc1ccccc1C(=O)NC1CCN(Cc2nnnn2CCc2ccccc2)CC1
 : 90 | 13
95. CCOc1cccc2cc(C(=O)N3CCc4ccccc4C3)c(=O)oc12
 : 94 | 8
96. CS(=O)(=O)N(CC(=O)O)c1ccccc1F
 : . | -13
97. CN(CC(=O)Nc1ccncc1)S(=O)(=O)c1ccccc1
 : 93 | 14
98. CCOC(=O)Cc1csc(NC(=O)COc2c(C)cccc2C)n1
 : . | 8
99. CCOC(=O)c1c(NC(=O)C2COc3ccccc3O2)sc2c1CCC(C)C2 (configuration not stated)
 : . | 0
100. CCn1c2ccccc2c2cc(NC(=O)Cc3ccc(OC)c(OC)c3)ccc21
 : . | -14
101. CCn1c(C(=O)N2CCC(C(=O)NCc3cccs3)CC2)cc2sccc21
 : 95 | 7
102. CC(=O)CC(=O)Nc1cccc([N+](=O)[O-])c1
 : . | -7
103. O=C(Nc1cccc2ccccc12)c1cc(Br)ccc1Cl
 : . | 0
104. O=C1NCC(O)=C1C=NCCc1ccc(O)cc1
 : . | 3
105. O=C(CS(=O)(=O)c1c[nH]c2ccccc12)N1CCCCC1
 : . | -6
106. COc1ccc(/C=N/NC(=O)c2[nH]c3ccc([N+](=O)[O-])cc3c2-c2ccccc2)cc1
 : . | 8
107. Cc1ccc(-n2c(C)cc(C)c(C#N)c2=O)cc1
 : 110 | 1
108. Cc1ccc(S(=O)(=O)Nc2cc(Cl)ccc2Cl)c(C)c1
 : . | 3
109. O=C(N/C(=C/c1ccco1)C(=O)N1CCCCC1)c1ccc([N+](=O)[O-])cc1
 : . | 4
110. COc1ccc(OC)c(S(=O)(=O)N2c3ccccc3CC2C)c1 (configuration not stated)
 : 116 | 13
111. CCCOc1ccc(/C(O)=C2/C(=O)C(=O)N(CCN(C)C)C2c2ccco2)cc1 (configuration not stated)
 : . | 4
112. O=C(COc1ccc(Cl)cc1Br)NCc1cccnc1
 : . | 17
113. O=C(NC(=S)Nc1ccc(NC(=O)c2ccc(Cl)cc2Cl)cc1)c1ccccc1
 : . | 3
114. COc1ccc(COC(=O)C2=C(C)NC(=O)NC2c2ccc3c(c2)OCO3)cc1 (configuration not stated)
 : . | -15
115. O=C(CN1C(=O)/C(=C/c2ccccc2)SC1=S)NNC(=O)c1ccccc1Br
 : . | 6
116. Cc1ccc(N2C(=O)NC(=O)/C(=C\c3ccc(N(C)C)o3)C2=O)cc1
 : . | 5
117. Cc1cc(OCC(=O)Nc2ccc(I)cc2Cl)cc(C)c1Cl
 : . | 6
118. CCCCOc1ccc(C(=O)CCNC(C(=O)O)C(C)CC)cc1 (configuration not stated)
 : 96 | 7

Assay outcomes from PubChem.

The order is random. About 0.91% of those tested had a hit in this group.
